# From PubChem
# Cycloheximide cs = Cycloheximide Counterscreen for Small Molecule Inhibitors of Shiga Toxin | cell reporter, cycloheximide protein synthesis inhibition counterscreen | max response, % | hit rate 12% among 300,000; in the data active = max response mostly above about 13%, no sharp cut-off; inactive = mostly below about 14%; also: read at 38.3 µM for the half of the compounds with a filed dose; 0% is about no effect
# Pf growth 96h = Primary qHTS for delayed death inhibitors of the malarial parasite plastid, 96 hour incubation; P. falciparum luciferase reporter growth, 96 h; Potency, µM (top dose mostly 28.7 µM), for inactives: top-dose activity change, negative = inhibition, hits mostly inhibitors; hit rate 6.9% among 320,000; also: potency is read from the fitted curve at half-maximal effect; % is scaled to controls: 0 for no effect and ±100 for the full control effect
#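 Compounds incubated with erythrocytes infected by luciferase-expressing P. falciparum (2% hematocrit, 0.05% parasitemia final) for 96 hours, 37 C in 5% CO2. Growth inhibition scored as decreased luciferase luminescence.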
# Shiga inhibitor = A qHTS for Small Molecule Inhibitors of Shiga Toxin | Vero cells, Shiga toxin protein synthesis inhibition reporter | inhibition, % at 38.7 µM | hit rate 9.2% among 290,000; in the data active = inhibition mostly above about 28%, no sharp cut-off; inactive = mostly below about 43%; also: 0% is about no effect
# Pf growth 48h = Primary qHTS for delayed death inhibitors of the malarial parasite plastid, 48 hour incubation; P. falciparum luciferase growth in erythrocytes, 48 h; Potency, µM (doses to about 28.7 µM), for the others: at the top dose activity change, negative = inhibition, hits mostly inhibitors; hit rate 5.9% among 310,000; AID 504832, 2011; also: potency is read from the fitted curve at half-maximal effect; % is scaled to controls: 0 for no effect and ±100 for the full control effect
#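 In quantitative HTS format, infected erythrocytes bearing luciferase-reporter parasites were treated for a single generation at 37 C. Luminescence after adding detection reagent served as the growth measure.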
# FBPA Giardia inh = qHTS Assay for Inhibitors of Fructose-1,6-bisphosphate Aldolase from Giardia Lamblia | A8B2U2 | purified Giardia FBPA | Potency, µM (doses to about 59.6 µM), without a hit: at the top dose activity, negative = inhibition, usual class: inhibitors | hit rate 0.71% among 290,000 | AID 2451, 2010; also: potency is read from the fitted curve at half-maximal effect; % is scaled to controls: 0 for no effect and ±100 for the full control effect; nearly all actives have a fitted effect of over 55% in size
# Target sequence (A8B2U2 whole entry, looked up): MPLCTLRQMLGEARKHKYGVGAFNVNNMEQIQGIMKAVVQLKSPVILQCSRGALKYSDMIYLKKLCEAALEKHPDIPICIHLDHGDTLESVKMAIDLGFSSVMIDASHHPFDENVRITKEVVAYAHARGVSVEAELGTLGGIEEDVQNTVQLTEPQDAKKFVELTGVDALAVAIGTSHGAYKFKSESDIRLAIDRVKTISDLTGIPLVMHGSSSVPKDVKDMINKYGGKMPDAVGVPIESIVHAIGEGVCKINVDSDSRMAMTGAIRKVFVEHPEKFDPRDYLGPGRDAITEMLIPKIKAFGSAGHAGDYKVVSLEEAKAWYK
#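 40 nM FBPA preincubated 10 min at RT with compound (up to 57.5 uM final), then substrate plus GAPDH/TPI/NAD/arsenate coupling and diaphorase/resazurin added. Fluorescence read after 20 min at RT, 525/598 nm.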
# Sm TGR block = qHTS Assay for the Inhibitors of Schistosoma Mansoni Peroxiredoxins. Schistosoma mansoni thioredoxin glutathione reductase (TGR), Q962Y6. purified TGR, DTNB reduction, TNB absorbance 405 nm. Potency, µM (series often up to 114 µM), inactives show at the highest dose activity change, negative = inhibition, actives largely listed as inhibitors. hit rate 3% among 360,000. AID 485364, 2010; also: potency is read from the fitted curve at half-maximal effect; % is scaled to controls: 0 for no effect and ±100 for the full control effect; nearly all actives have a fitted effect of over 60% in size
#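 Kinetic colorimetric format: TGR-catalysed, NADPH-driven DTNB reduction monitored via TNB absorbance. Enzyme dispensed at 20 nM; compound exposure 15 min at room temperature before reaction start.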
# * = called active by the depositor; ? = inconclusive; · = not tested or not shown; + = active, no number; & = joins results of further samples; [ ] = another dose, or the depositor's remark. Unless noted, calls follow the shape of the dose curve; as a rule, active = well fitted curve in the direction sought with a large enough effect; inconclusive = small, poorly fitted or top-dose-only effect, or another doubt; inactive = no such curve, though single readings can be large; an effect the other way counts as inactive or inconclusive.
SMILES,Cycloheximide cs,Pf growth 96h,Shiga inhibitor,Pf growth 48h,FBPA Giardia inh,Sm TGR block
O=C(c1cccs1)N1CCN=C1SCc1ccc(F)cc1,6,-6%,-4,?,0%,1%
COC(=O)c1[nH]c2ccc(C)cc2c1NC(=O)Oc1ccccc1,10,48%[activator],-7,·,-9%,-4%
Cc1cc(C)cc(N(CC(=O)Nc2cc(C)ccc2C)S(=O)(=O)c2c(C)[nH]c(=O)[nH]c2=O)c1,-5,?,-8,-7%,·,-7%
CCc1ccc(-c2ccc3nnc(SCC(N)=O)n3n2)cc1,-1,3%,9,25%,?,8%
Cc1ccc(-n2ncc(C(=O)O)c2C2CCN(C(=O)OC(C)(C)C)CC2)cc1,-2,-21%,-3,11%,13%,-7%
CCOC(=O)C1C(=O)NC(N2CCOCC2)=NC1C(C)C (stereo not drawn),0,3%,32,0%,4%,1%
CCCn1c(N)c(C(=O)CN(C)CC(=O)Nc2ccccc2CC)c(=O)[nH]c1=O,·,-27%,·,-12%,·,1%
CC(=O)Nc1ccc(S(=O)(=O)N(C)CC(=O)OC(C)C(=O)NC2CCCC2)cc1 (stereo not drawn),1,21%,-36,11%,·,-10%
Cc1ccc2nc(SCC(=O)c3c(N)n(C4CC4)c(=O)[nH]c3=O)[nH]c2c1,·,?,·,37%,·,?
COC(=O)C(CCSC)NC(=O)Cn1ncc2c(=O)oc3ccccc3c21 (stereo not drawn),3,12µM*,-17,·,-2%,-3%
COc1ccc(-n2c(SCC(=O)O)nc3sc4c(c3c2=O)CCCC4)cc1,-3,-4%,3,-4%,-1%,0%
O=C(COC(=O)c1cccc(Cl)c1)NC1CCS(=O)(=O)C1 (stereo not drawn),·,-10%,·,6%,·,2%
CCCN(C(=O)c1cc(S(=O)(=O)N2CCCCC2)ccc1Cl)C1CCS(=O)(=O)C1 (stereo not drawn),0,14%,-14,-2%,6%,0%
O=C(C[n+]1cc(-c2ccc(Cl)c(Cl)c2)n2c1CCC2)c1cccs1,-2,?,-5,2.1µM*,0%,20%
Cc1ccc(C2NC(c3ccc(C)cc3)C(C)C(=O)C2C)cc1 (stereo not drawn),8,?,17,?,-2%,19%
COCCNC(=O)C(=O)Nc1cc2c3c(c1)CC(=O)N3CCC2,-10,-9%,12,19%,·,3%
Cc1cc(C)c(NC(=O)CS)c(Cl)c1,-5,?,1,-17%,-2%,?
O=C(Cc1c(F)cccc1Cl)NCCCn1ccnc1,-2,12%,-3,8%,·,10%
Cc1ccccc1OCCSc1nc2ccccc2n1CCC(=O)O,9,-2%,·,-20%,-16%,-3%
O=C(COC(=O)/C=C/c1cccc(C(F)(F)F)c1)NCc1ccccc1,-1,13%,-12,-1%,3%,-9%
Cc1cc(N)n2nc(-c3ccccc3)c(-c3ccccc3)c2n1,11,?,53,0%,-6%,12%
CCC(Oc1ccccc1)C(=O)Nc1nnc(S(=O)(=O)Nc2ccccc2)s1 (stereo not drawn),1,10%,-11,41%[activator],-9%,-1%&-2%
COc1cc(/C=N/NC(=O)Cc2ccccc2)ccc1Oc1ccc([N+](=O)[O-])cc1[N+](=O)[O-],2,-2%,11,-28%,4%,1%
Cc1cc(-c2ccc(/C=N/n3cnnc3)o2)c(C)c([N+](=O)[O-])c1,8,?,13,17%,0%,?
CC(C)(C)Sc1ccc(N)nc1,-2,45%[activator],2,16%,?,0%
Cc1ccc(C(=O)NCCCNC(=O)c2ccco2)cc1C,10,?,-2,4%,2%,-15%
CC(=O)c1ccc(NC(=O)C(C)Sc2nnc(C3CCCCC3)o2)cc1 (stereo not drawn),6,?,47*,27%,15%,7%
CCOC(=O)Nc1ccc(N2CCOCC2)c(S(=O)(=O)N2CCOCC2)c1,-3,29%,-10,-11%,-3%,1%
O=C(NCCc1ccccc1)c1cccc(S(=O)(=O)N2CCCCC2)c1,28*,-13%,40*,-8%,-5%,1%
O=C(Cc1c(F)cccc1Cl)NCc1cccnc1,-3,195%[activator],·,0%,0%,-11%
CCOC(=O)c1ccccc1OCc1cc(/C=N/n2cnnc2)ccc1OC,-5,?,5,-2%,·,13%
CCOC(=O)c1c(SC)n(-c2ccccc2)c(=S)n(-c2ccccc2)c1=O,-2,?,-2,?,4%,0%
O=C(O)c1cccc(NC(=S)NC(=O)c2cccc(OCc3ccccc3)c2)c1,14*,43%[activator],39*,5%,-11%,25µM*
CCOc1ccc(C(C)=O)cc1N1C(=O)C2C3C=CC(C3=C(C)C)C2C1=O (stereo not drawn),-3,?,-10,11%,0%,0%
CCOC(=O)C1CCN(C(=O)C2CCCN(c3ncnc4c3nc3n4CCCCC3)C2)CC1 (stereo not drawn),6,?,-5,?,·,6%
O=S1(=O)N=C(Nc2ccc(S(=O)(=O)N3CCCCC3)cc2)c2ccccc21,-4,·,-12,-12%,4%,-12%
CN(C)C(=O)COc1ccc(Oc2ccccc2)cc1,31*,23%,41*,0%,-3%,-2%
COc1cccc(NC(=O)N2CCN(c3cccc(C)c3)C(C)C2)c1 (stereo not drawn),34*,3%,50*,-4%,-4%,3%
CC(C)c1[nH]nc2c1C(c1cccs1)C(C#N)=C(N)O2 (stereo not drawn),0,9%,-6,5%,-11%,5%
CCCCn1c(SCC(=O)NC2CC2)nnc1-c1ccncc1,-4,-17%,-2,40%[activator],6%,-1%
Cc1ccc(CCNC(=O)c2cc(S(=O)(=O)N3CCCC3)cn2C)cc1,-1,-27%,-2,-12%,3%,11%
CC(C)(C)NS(=O)(=O)c1ccc(CCC(=O)NCc2cccnc2)cc1,-5,-27%,0,·,-2%,-2%
O=C(Nc1cccc(S(=O)(=O)N2CCCCC2)c1)C1CCCN1S(=O)(=O)c1ccccc1F (stereo not drawn),·,?,·,10µM*,·,-4%
O=C(CSc1ccccn1)N/N=C/c1cccc([N+](=O)[O-])c1,-1,?,32,-1%,?,-10%
O=C(COC(=O)CN1C(=O)c2ccccc2C1=O)Nc1ncc(Cl)cc1Cl,-5,-2%,4,41%[activator],-7%,-15%
Cc1ccn2c(=O)nc(SCC(=O)NCc3ccccc3)nc2c1,·,7%,·,?,·,-1%
O=C(COc1ccc(NC(=O)c2ccccc2)cc1)c1ccccc1,10,22%,23,-11%,5%,0%
COc1ccc(N(CC(=O)NCCSC2CCCCC2)S(=O)(=O)c2ccccc2)c(OC)c1,-2,9%,-26,?,·,-3%
O=C(CSc1nnc(CNC(=O)c2ccc(F)cc2)o1)NCc1ccc2c(c1)OCO2,6,0%,-15,9%,·,3%
Cc1ccc(/C=C/C(=O)N2CCCC(C)C2)cc1 (stereo not drawn),64*,2%,+,235%[activator],-4%,3%

# Random excerpt: 3 compounds from above, in no set order.
SMILES,Cycloheximide cs,Pf growth 96h,Shiga inhibitor,Pf growth 48h,FBPA Giardia inh,Sm TGR block
Cc1ccc(C(=O)NCCCNC(=O)c2ccco2)cc1C,10,?,-2,4%,2%,-15%
Cc1ccc(/C=C/C(=O)N2CCCC(C)C2)cc1 (stereo not drawn),64*,2%,+,235%[activator],-4%,3%
O=C(Nc1cccc(S(=O)(=O)N2CCCCC2)c1)C1CCCN1S(=O)(=O)c1ccccc1F (stereo not drawn),·,?,·,10µM*,·,-4%

# More results
SMILES,Cycloheximide cs,Pf growth 96h,Shiga inhibitor,Pf growth 48h,FBPA Giardia inh,Sm TGR block
CC1CCN(CC(C)CNC(=O)c2cc(-c3ccccn3)nc3ccccc23)CC1 (stereo not drawn),-3,10%,-6,?,25%,7%
CC(C)=NNc1nc2sc3c(c2c(=O)[nH]1)CC(C)(C)OC3,10,-12%,-13,-24%,-27%,-6%
O=c1cc2c(=O)oc3cc(O)c(O)oc3c2c(O)c1O,-3,8.3µM*,-6,5.2µM*,2.8µM*,?
COc1cc(OC)c(OC)cc1CN(C)CCc1ccccn1,-1,89%[activator],-10,7%,-22%,-11%
CCOc1ccc(CCNC(=O)COC(=O)c2ccccc2O)cc1OCC,5,?,36,-2%,0%,2%
CCc1cccc(NC(=O)Nc2ccc3c(c2)OCO3)c1,29*,?,47*,56%[activator],-3%,0%
COc1ccc(/C=C/CN2CCN(Cc3ccc(C)cc3)C(CCO)C2)cc1 (stereo not drawn),-4,8%,-5,-28%,1%,4%
COc1ccc(N(CC(=O)N2CCc3ccccc32)S(=O)(=O)c2c(C)nn(C)c2C)cc1,-5,8.3µM*,-6,·,4%,1%
COc1ccc(NC(=S)NCc2ccco2)cc1,3,38%[activator],-6,3%,-5%,-24%
COc1cnc(-c2ccccn2)nc1Sc1cccc(Cl)c1,1,1.5µM*,-3,?,-7%,1%
C/C(=N\NC(=O)Cc1cccc2ccccc12)c1ccncc1,-2,?,-8,9%,0%,-6%
CCOC(=O)c1nnn2c1nc(N1CCCCC1)c1ccccc12,6,?,10,?,1%,0%
CCNC(=O)CC1C(=O)N(c2ccc(F)cc2)C(=O)N1CCc1ccc(OC)cc1 (stereo not drawn),-5,1%,-4,12%,6%,23%
CCN(CC(=O)NCc1ccc(F)cc1)CC(=O)Nc1ccccc1-c1ccccc1,-3,?,11,?,-4%,1%
O=C(Cc1ccc(Cl)cc1)Nc1ccncc1,1,-6%,9,4%,2%,-1%
CC1=NN(c2ccccc2)C(=O)/C1=C/C=C/c1ccc(N(C)C)cc1,2,?,-5,?,-28%,6%
Cc1cc(C)nc(SCc2nnc(SCC(=O)Nc3ccccc3C)n2Cc2ccco2)n1,-3,4%,-1,?,3%,?
O=C1N/C(=N\c2ccccn2)SC1Cc1ccc(Cl)cc1 (stereo not drawn),-2,21%,-9,-7%,-8%,7%[57.1 µM]
COc1ccccc1CNC(=O)C(=O)NCC1OCCN1C(=O)c1cccs1 (stereo not drawn),-2,25%,-16,-3%,1%,4%
COc1ccccc1OCCC(=O)Nc1cccc(S(=O)(=O)N2CCOCC2)c1,·,?,·,-14%,·,-6%
Cn1c(=O)c2c(nc(NCc3ccccc3)n2CC(N)=O)n(C)c1=O,-5,24%,-10,4%,3%,7%
COc1ccc(/C(O)=C2/C(=O)C(=O)N(CCN(C)C)C2c2cccnc2)cc1C (stereo not drawn),-2,32%[activator],-15,12%,2%,-13%
COC(=O)c1ccc(NC(=O)Cn2nnc3ccccc32)cc1,38*,5.2µM*,67*,96%[activator],0%,-12%
Cn1ccnc1C(O)c1ccccc1 (stereo not drawn),0,?,-3,-18%,1%,7%
COc1ccc(C2=NN(C(=O)c3ccncc3)C(c3ccccc3O)C2)cc1 (stereo not drawn),10,?,14,?,2%,-1%
Cc1ccc(NC(=O)CN2C(=O)S/C(=C\c3ccc(-c4cccc(C(=O)O)c4C)o3)C2=O)cc1C,8,160%[activator],-1,45%[activator],-15%,-11%
Cc1cc(C(=O)NCC2CCCCC2)ccc1[N+](=O)[O-],24*,28%,84*,24%,3%,-8%
CC(=O)c1c(C)[nH]c(C(=O)OCC(=O)NCCC2=CCCCC2)c1C,·,?,·,13µM*,·,-8%

# Single records, as listed above.
# Cc1cc(C)nc(SCc2nnc(SCC(=O)Nc3ccccc3C)n2Cc2ccco2)n1 is listed as Cycloheximide cs: -3; Pf growth 96h: 4%; Shiga inhibitor: -1; Pf growth 48h: ?; FBPA Giardia inh: 3%; Sm TGR block: ?
# CC(C)=NNc1nc2sc3c(c2c(=O)[nH]1)CC(C)(C)OC3 is listed as Cycloheximide cs: 10; Pf growth 96h: -12%; Shiga inhibitor: -13; Pf growth 48h: -24%; FBPA Giardia inh: -27%; Sm TGR block: -6%
# Cn1c(=O)c2c(nc(NCc3ccccc3)n2CC(N)=O)n(C)c1=O is listed as Cycloheximide cs: -5; Pf growth 96h: 24%; Shiga inhibitor: -10; Pf growth 48h: 4%; FBPA Giardia inh: 3%; Sm TGR block: 7%
